Screening data as filed in PubChem.
Autophagy mod: modulators of autophagy; 190,000 tested, 0.98% active; AID 463193; calls only at 10 µM (by protocol); MEF GFP-LC3 puncta imaging; test concentration mostly 10 µM;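 active = percentage of spot-positive cells more than 3 SD above its plate mean, without a fluorescence outlier flag or 80% toxicity; inconclusive = no clear call, values can overlap the other calls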;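 also: spot-positive cell cutoff set from DMSO-treated cells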
Insulin prom up: MIN6 insulin promoter up-regulation; MIN6 insulin promoter-GFP reporter, high-content imaging; stronger effect = higher value; z-score at 5 µM; 190,000 tested, 0.3% active;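 active = z-score above 3 at 5 µM with at least 500 cells counted in the well; inconclusive = wells under 500 cells, flagged as cytotoxic or low count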
Dynein transport: dynein cargo transport inhibition. 3617.4 mouse cells, GR-EGFP nuclear translocation imaging; test concentration mostly 20 µM; stimulated with dexamethasone, 1 µM; stronger effect = lower value. AID 1381. z-score, hits read low. 220,000 tested, 0.47% active;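 active = plate z-score of nuclear minus cytoplasmic receptor signal below a set negative limit, without overly bright fluorescence or cell loss, cut at about -3.5 in these data, passing the limit was not always enough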;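 also: z-score of nuclear minus cytoplasmic ring GR-EGFP intensity difference per well; some compounds called inactive have numbers as strong as hits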
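Buffer or medium: Induction medium lacking tetracycline, stripped serum | Also added: Dexamethasone agonist, 1.0 µM final, for 30 min | Timing: 48 h induction, 1 h compound, 30 min dex at 37 °C | Detection: Formaldehyde fixation, Hoechst nuclear stain, 10x automated fluorescence imaging | Measure: Nuclear versus cytoplasmic GR-EGFP signal, averaged per well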
Yfh1-off respiration: mitochondrial function rescue without frataxin homolog – Friedreich's ataxia, plus single-dose screen, dose response (AID 1465) | 220,000 tested, 0.074% active | S. cerevisiae Yfh1-off respiration, WST-1 reduction, 72 h; higher fold induction means a stronger effect | fold induction at 50 µM, or EC50 in µM where a hit was titrated;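 active = fold induction of absorbance versus untreated yeast above a set limit, then at least 30% activation at any dose in follow-up; inconclusive = repeats straddling the limit, or above it without dose testing; inactive = fold induction below the set limit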;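 also: activators that raise dye reduction in frataxin-depleted yeast; strong numbers were not always called active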
AID2073: inhibitors of Mint1-CaV2.2 protein interaction, biochemical, HTRF (AID 2073); HTRF protein-protein interaction, Mint1-CaV2.2; higher % means a stronger effect; one-dose inhibition, % at 20 µM; IC50 in µM for titrated hits; 290,000 tested, 0.19% active; in the data active = inhibition mostly above about 51%, no sharp cut-off; inconclusive = no clear call, values can overlap the other calls; inactive = mostly below about 53%; also: some results filed as inactive read as strong as hits
MT stabilize HCS: stabilizes microtubules in HeLa cells; HeLa tubulin immunostaining HCS, 24 h; share of cells brighter than vehicle mean+2SD; % tubulin-high responders, % at 10 µM; 200,000 tested, 0.83% active; AID 2205;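 active = plate Z-score above 3 for both tubulin-high and condensed-nucleus cell shares, with cell loss under 80%, at 10 µM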;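 also: anti alpha tubulin signal scored within the nucleus-defined area of each cell; some results filed as inactive read as strong as hits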
bCat nuc transl: beta-catenin nuclear translocation modulation; AID 1665; 190,000 tested, 0.3% active; nuclear translocation activity, % at 5 µM; HeLa beta-catenin nuclear translocation, immunofluorescence imaging;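 active = nuclear translocation activity above 50% at 5 µM, with a well cell count of 50 or more; inconclusive = wells under 50 cells across six images, flagged as toxic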;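 also: per-cell ratio of nuclear to cytoplasmic median beta-catenin stain intensity; plate controls were DMSO negative control for no effect and GSK-3 inhibitor IX positive control for full effect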
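test system = HeLa cells, endogenous beta-catenin | dosing = single 5 µM dose plus 0.02–20 µM confirmation series | times = compound treatment 24 h, 37°C, 5% CO2 | technique = beta-catenin immunofluorescence imaging with DAPI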
WT yeast gro inh: growth inhibition of WT yeast, mitochondrial fusion screen; mitochondrial fusion phenotypic screen, WT strain; inhibition, % at 10 µM; 190,000 tested, 2.1% active; AID 1362; in the data active = inhibition above about 58%; tested in S. cerevisiae
HIV fusion peptide: inhibitors of HIV fusion peptide binding, primary screen, biochemical, uHTS, fluorescence dequenching (AID 1986); cell-free peptide binding, fluorescence dequenching, 30 min; higher % means a stronger effect; one-dose inhibition, % at 20 µM; IC50 in µM for titrated hits; 290,000 tested, 0.3% active; in the data active = inhibition mostly above about 52%, no sharp cut-off; inactive = mostly below about 76%; also: some results filed as inactive read as strong as hits
WT yeast gro inh mutant strain: further read-out of WT yeast gro inh, marked with its call; inhibition, %; mitochondrial fusion phenotypic screen, mutant strain inhibition
Dynein transport cytoplasmic EGFP: second read-out of Dynein transport, no call of its own (marks repeat the call); z-score; measured here: cytoplasmic GR-EGFP intensity; stronger effect = higher value
Dynein transport nuclear GR-EGFP: recorded beside Dynein transport, whose call it bears; z-score; measured here: nuclear GR-EGFP intensity;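 lower value marks the stronger effect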
Dynein transport cell count: second read-out of Dynein transport, no call of its own (marks repeat the call); z-score; measured here: cell count per field
Insulin prom up cell count: also measured in Insulin prom up; calls as there; cell count; measured here: cytotoxicity, nuclei count;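 total cells summed across four imaged fields per well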
bCat nuc transl cell count 5 µM: also measured in bCat nuc transl; calls as there; cell count; measured here: cell count, cytotoxicity flag
MT stabilize HCS Hoechst-high %: further read-out of MT stabilize HCS, marked with its call; % Hoechst-high responders; measured here: nuclear condensation Hoechst responders;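 share of cells brighter than vehicle mean plus two SD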
MT stabilize HCS cytotoxicity %: second read-out of MT stabilize HCS, no call of its own (marks repeat the call); toxicity, %; measured here: cytotoxicity by cell density;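 0% = mean cell density of plate MIN control wells and 100% = no cells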
Autophagy mod cell loss 18 h: also measured in Autophagy mod; calls as there; toxicity, %; measured here: cell loss, nuclei count;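 cell loss after 18 h compound exposure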
* hit, by the source's call; i = inactive; ? = inconclusive; nt = no result given; + = active, no number. No enrichment for hits. About 4.2% of those tested had a hit in this group.

structure	Autophagy mod	bCat nuc transl cell count 5 µM	AID2073	WT yeast gro inh mutant strain	Dynein transport nuclear GR-EGFP	Yfh1-off respiration	Dynein transport cell count	MT stabilize HCS	Insulin prom up cell count	Dynein transport cytoplasmic EGFP	Insulin prom up	WT yeast gro inh	bCat nuc transl	MT stabilize HCS cytotoxicity %	MT stabilize HCS Hoechst-high %	HIV fusion peptide	Dynein transport	Autophagy mod cell loss 18 h
CC1(C)CC(=O)C=C(NCc2cccc(C(F)(F)F)c2)C1	nt	1218	2%	nt	-0.26	i	-0.67	nt	1342	-0.065	-0.09	nt	-3.1	nt	nt	0.9%	-0.51	nt
Cc1ccc(C2CC(c3cccs3)=NN2C(=O)c2ccc(Br)o2)cc1 (stereo not drawn)	i	nt	3%	62*	-0.37	i	1.3	1.0	751	-0.23	0.78	64*	nt	7.2	1.2	-2.3%	-0.96	5
COc1ccc(/C=C(\C#N)C(=O)Nc2cc(S(=O)(=O)N3CCCCC3)ccc2N2CCCCC2)cc1	i	520	21%	88	0.66	i	-0.83	1.5	1316	-0.24	0.12	-4	-2.6	7.9	2.5	-0.8%	1.1	5
Cc1ccc(-c2nnc(SCC(=O)NC3CCS(=O)(=O)C3)nc2-c2ccc(C)cc2)cc1 (stereo not drawn)	i	nt	-7%	23	-0.41	i	-0.097	2.0	1390	-0.29	-0.57	22	nt	4.9	2.7	3.4%	-0.14	14
COc1ccc(/C=C/C(=O)CCC(=O)O)cc1	i	1104	-2%	16	-0.14	i	0.34	2.6	1492	-0.26	-0.39	0	-2.2	1.7	2.5	-1.1%	-0.47	22
OCCC1CN(Cc2cccc3nccnc23)CCN1Cc1ccc(F)c(F)c1 (stereo not drawn)	i	1162	-1%	4	-0.15	i	0.26	2.5	1433	-0.35	0.03	0	0.5	8.1	2.3	-1.5%	0.022	2
CC(=O)N(Cc1ccc(F)cc1)Cc1nc2ccccc2c(=O)[nH]1	i	1078	-2%	-9	0.036	i	0.78	3.9	1514	-0.31	0.04	-22	-1.9	6.8	1.5	-0.2%	-0.61	-14
Cc1cc(C(=O)OCC(=O)NC2CCS(=O)(=O)C2)c(C)n1-c1ccccc1 (stereo not drawn)	i	1164	3%	-12	0.6	i	-0.72	6.0	1055	-0.2	0.05	-12	1.7	9.2	3.8	-0.3%	1.1	-3
Cc1cccc(NC(=O)CSc2nnc(CCNC(=O)OC(C)(C)C)o2)c1C	nt	1328	0%	nt	0.95	i	-0.38	nt	1048	0.55	-0.37	nt	0.6	nt	nt	2.5%	0.46	nt
CCOC(=O)CNC(=O)c1cc(-c2ccccn2)nc2c(C)c(Cl)ccc12	i	1526	15%	9	0.68	i	-0.61	3.3	1373	-0.28	0.1	7	0.1	7.1	3.1	4.7%	0.13	10
CCOC(=O)N1CCN(S(=O)(=O)c2cc(-c3nn4c(C)nnc4c4ccccc34)ccc2C)CC1	i	1290	-4%	-1	-0.16	i	0.32	4.0	1411	-0.18	1	-7	-0.5	11	2.6	-1.1%	-0.079	-1
CCNc1nnc(CCn2nc(C)c(Br)c2C)s1	i	982	-1%	-26	0.65	i	-0.71	1.7	1440	-0.22	-0.23	-7	0.2	4.5	0.8	-0.5%	0.56	-15
CCOC(=O)C1=C(c2ccccc2)Nc2nc(C)nn2C1c1cccc(OC)c1OC (stereo not drawn)	i	nt	7%	-19	-0.19	i	0.47	2.9	1303	-0.28	-0.51	2	nt	20	0.1	-0.6%	-0.6	-2
Cc1ccccc1NC(=O)C1CCCN1S(=O)(=O)c1ccc2c(c1)n(C)c(=O)c(=O)n2C (stereo not drawn)	i	547	2%	-5	0.11	nt	0.87	1.9	1262	-0.26	0.24	3	1.0	4.3	1.5	-1.1%	-1	12
COc1cccc(N(C(=O)Cn2nnc(-c3ccc(C)cc3)n2)C(C(=O)NC(C)(C)C)c2c[nH]c3ccccc23)c1 (stereo not drawn)	i	nt	14%	3	-0.36	i	-0.12	2.1	nt	-0.24	nt	21	nt	18	2.1	3.5%	0.42	3
COc1cc(OC)cc(-n2nnnc2SCC(=O)NCc2cccs2)c1	i	1439	0%	-7	0.0097	i	-0.13	7.1	1435	-0.32	0.39	19	0.3	8.1	1.8	-0.8%	0.23	1
COc1ccc(NC(=S)NNC(=O)C(C)n2nc(C)c([N+](=O)[O-])c2C)cc1 (stereo not drawn)	i	1186	-24%	-1	-0.61	i	-0.07	1.9	nt	0.94	nt	-4	-1.8	7.6	2.4	-1.7%	-1.4	-2
CCOC(=O)C(=CNc1nc2ccc(C(=O)OCC)cc2s1)C(=O)OCC	nt	1266	18%	nt	0.4	i	-0.1	nt	1118	-0.2	-0.4	nt	-0.2	nt	nt	2.5%	-0.066	nt
S=c1[nH]nc(-c2ccco2)n1-c1ccccc1Cl	i	1607	-9%	10	0.5	i	-0.11	3.3	1653	-0.25	0.59	-5	0.1	5.1	2.5	0.8%	0.82	12
O=C(C1CCC(CNS(=O)(=O)c2cccc3cccnc23)CC1)N1CCc2ccccc21 (stereo not drawn)	+	nt	9%	7	0.21	i	0.23	5.9	nt	-0.27	?	-10	nt	4.0	2.2	2.1%	0.32	-18*
COc1ccc(NC(=O)C2CC(=O)N=C(N)S2)cc1 (stereo not drawn)	i	995	-1%	6	-0.034	i	0.81	1.7	1509	-0.26	1.3	-13	-1.4	11	1.5	1.0%	-0.33	0
COC(=O)c1sc2ccccc2c1N	i	997	-2%	6	-0.093	i	0.35	4.5	1715	-0.047	0.04	5	-3.0	4.8	2.9	0.2%	-0.85	8
O=C(O)CCC(=O)Nc1cccc(C(=O)c2ccccc2)c1	nt	1309	6%	nt	0.41	i	-1.9	nt	1130	-0.14	0.02	nt	0.0	nt	nt	1.7%	0.78	nt
CCN(CC)c1ccc(/C=C/C(=O)C2C(=O)C=C(C)OC2=O)cc1 (stereo not drawn)	+	495	25%	31	-0.89	i	0.74	4.0	nt	2.8	nt	24	3.9	0.1	1.8	150%	-2.7	6.7*
O=C(Nc1ccc(N2CCOCC2)cc1)c1c(F)cccc1Cl	i	1072	-1%	10	-0.44	i	0.7	1.6	1306	-0.31	-0.52	-7	-1.9	7.2	1.5	1.1%	-0.4	0
Cc1ccc(OCC(=O)N(Cc2ccc(N(C)C)cc2)C2CCS(=O)(=O)C2)cc1 (stereo not drawn)	i	834	-15%	-11	0.51	i	-0.8	2.7	1177	-0.17	-1	-14	-4.9	5.2	1.0	2.0%	0.85	8
COc1cc(/C=N/NC(N)=O)ccc1OCC(=O)Nc1cc(C)c(C)cc1Br	+	1398	55%	8	-0.15	i	0.23	5.6	1354	-0.31	0.36	-10	-0.5	3.1	2.3	-1.0%	-0.16	3.1*
O=C(Nc1cccc(C(=O)O)c1)Nc1ccccc1Cl	i	1114	7%	5	0.77	i	0.29	3.7	1238	-0.28	-0.59	5	-0.1	2.2	4.7	2.1%	1.4	-3
C=CCOc1c(Br)cc(/C=C(\C#N)C(N)=O)cc1OC	nt	1108	42%	nt	0.2	i	0.057	nt	1470	-0.27	0.56	nt	-2.2	nt	nt	1.2%	0.082	nt
CC(=O)Nc1c(C(=O)N2CCOCC2)cnn1-c1ccc(C)c(C)c1	i	1205	6%	-1	0.55	i	-0.39	3.2	1528	-0.12	0.34	-4	-1.7	1.2	1.5	-3.2%	0.33	-1
Cc1cc(Br)ccc1OCC(=O)NNC(=O)Cc1ccccc1	i	nt	1%	-12	-0.72	i	0.6	1.7	1363	-0.15	0.51	-5	nt	5.3	3.2	-1.1%	-0.74	-1
